Yfh1-off respiration: mitochondrial function rescue without frataxin homolog – Friedreich's ataxia, plus single-dose screen, dose response (AID 1465). S. cerevisiae Yfh1-off respiration, WST-1 reduction, 72 h; higher fold induction means a stronger effect. fold induction at 50 µM, or EC50 in µM where a hit was titrated. 0.074% of 220,000 active;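 active means fold induction of absorbance versus untreated yeast above a set limit, then at least 30% activation at any dose in follow-up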;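 further: activators that raise dye reduction in frataxin-depleted yeast; strong numbers were not always called active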
HEK293 NOD2/NF-kB: NOD2 signaling inhibitors, cell-based, luminescence, uHTS, HEK293 (AID 1566); HEK293 NOD2/NF-kB luciferase reporter, luminescence; higher % means a stronger effect; inhibition, % at 4 µM, or EC50 in µM where a hit was titrated; 0.63% of 290,000 active; in the data active means inhibition above about 50%; further: many of its hits are not listed in these tables
MT stabilize HCS: microtubule stabilization, imaging screen | HeLa tubulin immunostaining HCS, 24 h; share of cells brighter than vehicle mean+2SD | % tubulin-high responders, % at 10 µM | 0.83% of 200,000 active;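 active means plate Z-score above 3 for both tubulin-high and condensed-nucleus cell shares, with cell loss under 80%, at 10 µM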;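 further: anti alpha tubulin signal scored within the nucleus-defined area of each cell; some results filed as inactive read as strong as hits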
Dynein transport: blocks dynein driven cargo transport along microtubules; 3617.4 mouse cells, GR-EGFP nuclear translocation imaging; test concentration mostly 20 µM; stimulated with dexamethasone, 1 µM; stronger effect = lower value; z-score, hits read low; 0.47% of 220,000 active; AID 1381;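 active means plate z-score of nuclear minus cytoplasmic receptor signal below a set negative limit, without overly bright fluorescence or cell loss, cut at about -3.5 in these data, passing the limit was not always enough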;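 further: z-score of nuclear minus cytoplasmic ring GR-EGFP intensity difference per well; some compounds called inactive have numbers as strong as hits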
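Buffer or medium: Induction medium lacking tetracycline, stripped serum | Also added: Dexamethasone agonist, 1.0 µM final, for 30 min | Timing: 48 h induction, 1 h compound, 30 min dex at 37 °C | Detection: Formaldehyde fixation, Hoechst nuclear stain, 10x automated fluorescence imaging | Measure: Nuclear versus cytoplasmic GR-EGFP signal, averaged per well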
b-catenin transl: alters nuclear translocation of beta-catenin in HeLa cells. immunofluorescence imaging. nuclear translocation activity, % at 5 µM. 0.3% of 190,000 active;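 active means nuclear translocation activity above 50% at 5 µM, with a well cell count of 50 or more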;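 further: per-cell ratio of nuclear to cytoplasmic median beta-catenin stain intensity; plate controls were DMSO negative control for no effect and GSK-3 inhibitor IX positive control for full effect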
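Read-out: Nuclear/cytoplasmic beta-catenin signal ratio, % activation | Assay system: Human HeLa cell line | Times: 24 h compound exposure at 37°C, 5% CO2 | Signal: Fluorescence imaging of beta-catenin antibody stain plus DAPI | Dosing: 5 µM primary, 0.02–20 µM confirmation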
Autophagy mod: autophagy modulation, high-content screen. MEF GFP-LC3 puncta imaging; test concentration mostly 10 µM. calls only at 10 µM (by protocol). 0.98% of 190,000 active. AID 463193;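 active means percentage of spot-positive cells more than 3 SD above its plate mean, without a fluorescence outlier flag or 80% toxicity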;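 further: spot-positive cell cutoff set from DMSO-treated cells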
Hep lipid drop: modulators of hepatic lipid droplet formation; AML12 mouse hepatocytes, oleate lipid droplets, BODIPY imaging; inhibition, % at 6.5 µM; 0.4% of 240,000 active; AID 1656;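 active means lipid droplet intensity inhibited by at least 50%, with more than 500 cells counted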
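Test system: AML12 hepatocytes (mouse); reagent: oleate loading, 100 µM; dosing: one dose, 6.5 µM compound; incubation: overnight exposure; signal: fluorescence imaging, 20x objective, two fields per well; read-out basis: % inhibition of corrected integrated BODIPY droplet signal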
WT yeast gro inh: growth inhibition of WT yeast, mitochondrial fusion screen; inhibition, % at 10 µM; AID 1362; mitochondrial fusion phenotypic screen, WT strain; 2.1% of 190,000 active; in the data active means inhibition above about 58%; tested in S. cerevisiae
Insulin prom up: MIN6 insulin promoter up-regulation; MIN6 insulin promoter-GFP reporter, high-content imaging; stronger effect = higher value; z-score at 5 µM; 0.3% of 190,000 active; AID 1625;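 active means z-score above 3 at 5 µM with at least 500 cells counted in the well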
WT yeast gro inh mutant strain: second read-out of WT yeast gro inh, no call of its own (marks repeat the call); inhibition, %; mitochondrial fusion phenotypic screen, mutant strain inhibition
Dynein transport cytoplasmic EGFP: recorded beside Dynein transport, whose call it bears; z-score; measured here: cytoplasmic GR-EGFP intensity; stronger effect = higher value
Dynein transport nuclear GR-EGFP: second read-out of Dynein transport, no call of its own (marks repeat the call); z-score; measured here: nuclear GR-EGFP intensity;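 lower value marks the stronger effect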
Dynein transport cell count: recorded beside Dynein transport, whose call it bears; z-score; measured here: cell count per field
Insulin prom up cell count: recorded beside Insulin prom up, whose call it bears; cell count; measured here: cytotoxicity, nuclei count;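 total cells summed across four imaged fields per well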
Hep lipid drop cells 6.5 µM: further read-out of Hep lipid drop, marked with its call; cell count; measured here: cell count, cytotoxicity flag;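 cells counted across two imaged fields per well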
b-catenin transl cell count 5 µM: also measured in b-catenin transl; calls as there; cell count; measured here: cell count, cytotoxicity flag
MT stabilize HCS Hoechst-high %: further read-out of MT stabilize HCS, marked with its call; % Hoechst-high responders; measured here: nuclear condensation Hoechst responders;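 share of cells brighter than vehicle mean plus two SD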
MT stabilize HCS cytotoxicity %: second read-out of MT stabilize HCS, no call of its own (marks repeat the call); toxicity, %; measured here: cytotoxicity by cell density;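 0% = mean cell density of plate MIN control wells and 100% = no cells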
Autophagy mod cell loss 18 h: recorded beside Autophagy mod, whose call it bears; toxicity, %; measured here: cell loss, nuclei count;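 cell loss after 18 h compound exposure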
An asterisk follows results filed as active; i = inactive; nt = no result given; + = active, no number. These rows are one share of the data, so the mix of outcomes need not match the whole.

SMILES	Yfh1-off respiration	HEK293 NOD2/NF-kB	MT stabilize HCS	MT stabilize HCS Hoechst-high %	MT stabilize HCS cytotoxicity %	Dynein transport	Dynein transport cytoplasmic EGFP	Dynein transport nuclear GR-EGFP	Dynein transport cell count	b-catenin transl	b-catenin transl cell count 5 µM	Autophagy mod	Autophagy mod cell loss 18 h	Hep lipid drop	Hep lipid drop cells 6.5 µM	WT yeast gro inh	WT yeast gro inh mutant strain	Insulin prom up	Insulin prom up cell count
Cc1ccc(O)c(C(=O)c2cnn(C(=O)COc3ccccc3C#N)c2)c1	i	-11%	nt	nt	nt	0.29	-0.13	0.59	-0.32	0.3	1325	nt	nt	13	662	nt	nt	0.11	1160
OC(CNc1ccccc1)COc1ccc(OCC(O)CNc2ccccc2)cc1 (stereo not drawn)	i	6%	2.5	0.7	7.8	0.16	-0.22	0.45	0.96	-3.5	1027	i	7	nt	nt	16	8	-0.73	826
COc1cc2[nH]c(=O)n(CCCCCC(=O)N3CCN(c4ccccn4)CC3)c(=O)c2cc1OC	i	-44%	1.6	1.2	4.2	-0.31	-0.047	0.23	-0.2	-1.4	1103	i	-7	-9	707	12	-5	0	868
CN(Cc1ccccc1)C(=O)CCCn1c(=O)[nH]c2cc(Cl)ccc2c1=O	i	14%	1.3	1.0	9.5	-0.26	0.046	0.17	0.042	nt	nt	i	-2	-14	804	17	16	1.2	846
NC(=O)CSc1nnc(-c2ccoc2)o1	i	8%	4.6	2.1	14	0.54	0.004	1.1	-2.3	-5.7	1047	i	-5	nt	nt	9	-20	0.15	1201
COc1ccc(C2C(C(C)=O)=C(O)C(=O)N2CCc2c[nH]c3ccccc23)cc1 (stereo not drawn)	i	-11%	2.4	1.7	2.9	-0.11	-0.033	0.47	-0.38	0.4	926	i	0	-12	624	-19	-21	1.2	1418
O=C(/C=C/c1ccco1)Nc1nc(-c2ccccn2)cs1	i	-14%	0.0	3.6	4.8	-1	-0.14	-0.12	0.95	-1.4	1149	i	-6	16	697	60	64	1	1343
Cc1nc2ccccc2nc1OCC(=O)Nc1ccc(F)cc1	i	8%	1.3	2.7	1.1	-0.42	-0.35	-0.12	0.84	1.7	1080	i	-4	-1	697	-9	-11	0.12	1233
CN1CCN(C(=S)c2cn(Cc3ccccc3)c3ccccc23)CC1	i	-4%	2.5	2.2	2.9	1.1	-0.3	0.46	-0.75	-1.4	1103	i	5	-14	702	19	12	-0.16	1234
N#C/C(=C\c1ccc(N2CCOCC2)o1)C(=O)NCC1CCCO1 (stereo not drawn)	>100µM*	-4%	3.9	2.5	5.6	-0.89	-0.15	-0.34	0.74	1.0	1520	i	15	2	684	-4	-6	0.95	1518
CC(=O)c1c(C)[nH]c(C(=O)CSc2nnc(-c3ccco3)n2Cc2ccccc2)c1C	i	18%	2.0	4.1	8.7	0.35	-0.013	0.54	-0.15	-7.3	980	i	-14	nt	nt	28	9	-1.9	961
Cn1c(SCC(=O)NCc2ccccc2)nnc1C1CC1	i	12%	4.2	3.1	8.0	-1.2	-0.34	-0.49	0.68	-3.0	850	i	-7	nt	nt	-15	8	0.1	1043
CCCn1c(-c2ccccc2)nc2c(=O)n(C)c(=O)[nH]c21	nt	-1%	2.2	1.4	5.0	0.25	-0.17	0.1	-0.17	-0.3	1340	i	6	nt	nt	20	-5	-0.03	1528
COc1cc(NC(=O)CSCC(=O)Nc2cccc(C(F)(F)F)c2)c(Cl)cc1Cl	i	33%	2.7	1.2	0.6	-0.54	-0.19	-0.41	0.4	-1.7	1409	i	3	nt	nt	7	-9	-0.16	1259
CCOc1ccc(-n2c(Cc3cc(=O)[nH]c(=O)[nH]3)nnc2SCC(=O)Nc2nnc(C)s2)cc1	i	9%	2.6	1.6	4.1	-0.047	-0.24	-0.015	0.5	-0.2	1006	i	13	-8	628	-1	-8	0.28	1559
CN(C)N1C(N)=C(C#N)C(c2cccs2)C2=C1CC(C)(C)CC2=O (stereo not drawn)	i	8%	3.7	3.1	7.5	0.19	-0.33	-0.43	-0.88	-1.7	1062	i	-8	1	728	-7	-2	nt	nt
O=C(Nc1ccc2c(c1)OCO2)c1ccc(=O)[nH]n1	i	-20%	nt	nt	nt	0.65	0.13	1.3	-1.3	1.4	1302	nt	nt	0	651	nt	nt	0.42	1051
CC(=O)Nc1ccc(S(=O)(=O)N(CC(=O)Nc2cc(C)on2)Cc2ccc(F)cc2)cc1	i	1%	nt	nt	nt	0.015	-0.2	-0.037	-0.64	-0.3	1328	nt	nt	1	758	nt	nt	-0.1	1031
Cc1ccc(C(=O)OCC(=O)Nc2c(Cl)cc(S(N)(=O)=O)cc2Cl)o1	i	9%	nt	nt	nt	-0.29	-0.26	-0.24	0.19	-4.3	1139	nt	nt	18	782	nt	nt	-0.2	1461
COc1ccc(C(=O)OCC(=O)Nc2ccc([N+](=O)[O-])cc2OC)c(O)c1	i	20%	8.9	2.8	2.9	0.53	-0.39	0.95	0.66	1.8	902	+	46*	39	691	17	2	-0.07	1539
CC1(C)CC(=O)C2=C(C1)N(c1ncn[nH]1)C(N)=C(C#N)C2c1ccccc1 (stereo not drawn)	i	-3%	1.7	1.8	4.5	-0.28	-0.27	-0.14	0.66	0.0	1020	i	2	13	619	-1	20	-0.37	1510
CC(C)[C@H](NC(N)=O)C(=O)Nc1ccc2c(c1)CCC2	i	-7%	3.2	2.9	9.8	-0.85	-0.034	-0.24	0.62	-3.1	1133	i	-3	18	775	25	25	0.08	1147
C/C(Cl)=C/Cn1c(SCCN2CCOCC2)nc2c1c(=O)[nH]c(=O)n2C	i	11%	4.0	2.8	7.3	1.7	-0.13	1.4	-1.9	-2.2	728	i	11	nt	nt	0	13	2.8	1231
O=C(CN1C(=O)NC2(CCCCCCC2)C1=O)N1CCN(C(=O)c2ccco2)CC1	i	0%	2.2	1.5	7.3	0.025	0.27	0.26	0.23	nt	nt	i	-4	0	784	-4	-7	-0.21	933
Fc1ccc(N2CCN(c3ncnc4nc[nH]c34)CC2)cc1	i	-9%	3.2	2.5	8.4	0.99	-0.083	0.69	-1.2	-0.1	1101	i	1	2	631	0	-5	nt	nt
Cc1ccc(NC(=O)/C(=C/c2cccc([N+](=O)[O-])c2)NC(=O)C2CCCCC2)c(C)c1	i	-13%	2.7	1.6	5.9	-0.35	0.2	-0.92	0.62	-1.2	1368	i	-2	nt	nt	-54	-9	2.2	1361
CCOC(=O)c1ccccc1NC(=O)CSc1nnnn1C	i	5%	2.4	2.7	8.5	2.3	-0.23	1.2	0.32	-2.1	1080	i	11	10	785	-5	-9	0.17	1017
CC1=CC2=NC(=O)/C(=C\c3ccc(-c4ccc(Cl)cc4)o3)C(=N)N2O1	i	-5%	5.2	2.5	10	2.4	0.39	1.8	-1.8	3.1	1050	+	-0.7*	21	648	6	8	-0.03	1458
COc1ccc(-c2cc(-c3cccs3)nc(OC)c2C#N)cc1OC	i	-192%	9.6*	30*	26*	0.84	-0.29	0.37	-0.48	50*	506*	i	6	-4	675	5	-59	-0.77	1392
CN(C)c1ccc(-c2nc3ccccn3c2/N=C/c2ccc(Br)cc2)cc1	i	13%	3.0	2.2	5.1	-0.097	-0.2	0.099	-0.19	2.6	481	i	0	4	749	35	25	0.61	1023
Cc1ccc2nc(Cl)c(C3CC(c4cccs4)=NN3S(C)(=O)=O)cc2c1 (stereo not drawn)	i	-1%	3.1	2.2	1.1	0.92	-0.3	0.16	0.18	-0.3	948	i	15	-6	432	36	17	0.48	1387
CCCc1c(C(=O)OCC)[nH]c2c1C(=O)CCC2	i	-6%	2.5	2.9	0.9	0.77	-0.02	0.6	-0.78	nt	nt	i	18	nt	nt	15	5	0.19	920
COc1ccc(/C=C2\SC(=O)N(CCC(=O)Nc3ccc(S(=O)(=O)Nc4nccs4)cc3)C2=O)cc1	nt	4%	8.1	2.9	12	-0.9	-0.26	-0.66	0.57	nt	nt	i	0	16	699	-2	4	1	1303
FC(F)C(F)(F)C1=CC(c2ccccc2)=NCCN1	i	22%	2.4	1.1	6.5	1.9	-0.17	0.8	-0.64	-2.6	988	i	0	nt	nt	10	-6	-3.2	904
COC(=O)CSC1=C(C#N)C(c2ccccc2OC)C(C(=O)OC)C(=O)N1 (stereo not drawn)	i	-1%	3.8	1.9	6.7	0.29	-4.2e-05	0.099	-0.79	nt	nt	i	12	nt	nt	4	2	1.2	1229
CCN(CC)S(=O)(=O)c1cnccc1N1CCN(c2cccc(Cl)c2)CC1	i	-3%	5.8	2.4	2.6	-0.29	-0.24	-0.18	-0.51	nt	nt	i	14	-5	700	58*	16*	-0.77	1236

Entries listed so far containing a nitro group on carbon (2):
SMILES	Yfh1-off respiration	HEK293 NOD2/NF-kB	MT stabilize HCS	MT stabilize HCS Hoechst-high %	MT stabilize HCS cytotoxicity %	Dynein transport	Dynein transport cytoplasmic EGFP	Dynein transport nuclear GR-EGFP	Dynein transport cell count	b-catenin transl	b-catenin transl cell count 5 µM	Autophagy mod	Autophagy mod cell loss 18 h	Hep lipid drop	Hep lipid drop cells 6.5 µM	WT yeast gro inh	WT yeast gro inh mutant strain	Insulin prom up	Insulin prom up cell count
COc1ccc(C(=O)OCC(=O)Nc2ccc([N+](=O)[O-])cc2OC)c(O)c1	i	20%	8.9	2.8	2.9	0.53	-0.39	0.95	0.66	1.8	902	+	46*	39	691	17	2	-0.07	1539
Cc1ccc(NC(=O)/C(=C/c2cccc([N+](=O)[O-])c2)NC(=O)C2CCCCC2)c(C)c1	i	-13%	2.7	1.6	5.9	-0.35	0.2	-0.92	0.62	-1.2	1368	i	-2	nt	nt	-54	-9	2.2	1361

From PubChem
